# SENP8 inh = blocks human SENP8 cleavage of Nedd8 substrate; Q96LD8; recombinant SENP8, Nedd8 substrate fluorescence; inhibition, % at 20 µM; actives 0.64% (n = 360,000); AID 602440; in the data active means inhibition mostly above about 40%, no sharp cut-off; inactive means mostly below about 27%
# Target sequence (Q96LD8 whole entry, looked up): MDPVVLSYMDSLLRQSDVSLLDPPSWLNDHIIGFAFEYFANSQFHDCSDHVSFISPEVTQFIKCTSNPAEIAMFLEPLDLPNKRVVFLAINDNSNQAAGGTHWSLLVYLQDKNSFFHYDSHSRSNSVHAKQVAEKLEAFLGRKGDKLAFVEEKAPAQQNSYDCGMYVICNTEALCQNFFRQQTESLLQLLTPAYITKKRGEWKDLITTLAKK
# hIAP act = increases human intestinal alkaline phosphatase activity; P09923; purified human IAP, CDP-Star luminescence, 30 min; hits give high values; 1 = vehicle-only enzyme, 0 = enzyme-free background; activation factor at 10 µM; actives 0.16% (n = 330,000); AID 2524;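 active means activation factor of the enzyme at least 2-fold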; further: the source names both 10 and 20 µM as test concentration; values of inactives mirror those of a sister screen read the other way
# Target sequence (P09923 whole entry, looked up): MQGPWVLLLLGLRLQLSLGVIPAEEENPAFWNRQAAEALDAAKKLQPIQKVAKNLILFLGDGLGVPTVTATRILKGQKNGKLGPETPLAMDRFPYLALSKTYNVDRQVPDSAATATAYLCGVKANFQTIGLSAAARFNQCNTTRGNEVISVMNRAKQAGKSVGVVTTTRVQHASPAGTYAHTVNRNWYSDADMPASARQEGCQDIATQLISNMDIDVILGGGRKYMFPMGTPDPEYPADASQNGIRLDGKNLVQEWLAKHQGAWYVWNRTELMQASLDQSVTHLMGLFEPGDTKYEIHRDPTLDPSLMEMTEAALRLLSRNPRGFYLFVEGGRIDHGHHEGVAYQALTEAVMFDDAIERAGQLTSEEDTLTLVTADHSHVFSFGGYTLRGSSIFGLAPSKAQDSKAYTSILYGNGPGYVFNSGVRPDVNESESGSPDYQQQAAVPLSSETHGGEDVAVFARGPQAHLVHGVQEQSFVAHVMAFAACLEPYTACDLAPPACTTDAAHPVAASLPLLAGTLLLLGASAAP
# NR3A LBD binder = modulators (binders) of human NR3A ligand-binding domain. NR3A LBD differential scanning fluorimetry, Tm shift; 0% = protein alone, 100% = glycine-bound protein. Tm shift relative to glycine control, % at 25 µM. actives 2.5% (n = 340,000). AID 1259313;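 active means melting temperature shift of at least 10% of the positive control shift, at one fixed dose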
# SENP6 inh = inhibitors of human SENP6 protease. Q9GZR1. Recombinant SENP6 catalytic domain, aminoluciferin luminescence. inhibition, % at 10 µM. actives 1.8% (n = 330,000). AID 2599;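 active means inhibition above about 50% at the single tested dose, limit read from the data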;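 further: plate controls were DMSO wells with enzyme for no effect and DMSO wells lacking enzyme for full effect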
# SENP1 FRET inh = SENP1 (human) catalytic domain inhibition; Q9P0U3; recombinant SENP1 catalytic domain, CyPet-SUMO1-YPet FRET cleavage; inhibition, % at 10 µM; actives 0.21% (n = 360,000);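 active means inhibition at least 30% at 10 µM, raw YFP signal under a set limit, fluorescence ratio 0.5 to 1.5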;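 further: 0% = enzyme with DMSO and 100% = no enzyme wells; some results filed as inactive read as strong as hits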
# Target sequence (Q9P0U3 419-644 limits assumed): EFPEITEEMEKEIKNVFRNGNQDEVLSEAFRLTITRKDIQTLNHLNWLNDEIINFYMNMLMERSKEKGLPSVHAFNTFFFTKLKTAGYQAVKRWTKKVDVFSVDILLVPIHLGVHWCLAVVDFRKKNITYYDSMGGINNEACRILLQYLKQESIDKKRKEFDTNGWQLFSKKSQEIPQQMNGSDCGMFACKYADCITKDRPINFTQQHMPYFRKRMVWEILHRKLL
#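 Compound: 10 µM single point, 0.5% DMSO; Test system: hSENP1 catalytic domain, recombinant; Timing: 50 min reaction at room temperature; Technique: FRET, CFP and YFP emission; Control set: no-enzyme wells low, DMSO-plus-enzyme wells high control.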
# ATG4B inh = ATG4B (human) cysteine protease inhibition; ATG4B cleavage of LC3-PLA2, NBD-HPC fluorescence, 1 h; inhibition, % at 8.33 µM; actives 0.51% (n = 340,000); AID 504462; in the data active means inhibition above about 40%
# PfG6PD inh = PfG6PD (Plasmodium falciparum) enzyme inhibition; PfGluPho enzyme, NADPH resazurin-diaphorase fluorescence; inhibition, % at 20 µM; actives 0.78% (n = 350,000); AID 504690;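 active means inhibition reaching at least a set limit at 20 µM in the primary screen, cut at about 59% in these data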;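 further: 0% = DMSO wells with substrate and 100% = DMSO wells lacking glucose-6-phosphate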
# MPTP block = blocks calcium-induced mitochondrial swelling | isolated mouse mitochondria, Ca2+ swelling absorbance, 30 min | inhibition, % at 10 µM | actives 1.4% (n = 360,000) | AID 602449;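 active means inhibition of 50% or more, scaled per plate between neutral and stimulator controls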;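 further: 0% = DMSO wells given calcium and 100% = 1 mM EGTA wells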
# Numbers without * were called inactive; nt = not tested or not shown. No enrichment for hits; overall some 6.7% were active at least once.
no.	SMILES	SENP8 inh	hIAP act	NR3A LBD binder	SENP6 inh	SENP1 FRET inh	ATG4B inh	PfG6PD inh	MPTP block
1	Cc1ccc(/C=N\NC(=O)c2ccc3c(c2)OCO3)o1	-23	1.1	-2	-10	-1	4	6	0.0
2	C=CCn1c(=NC(=O)c2cccc(N3C(=O)CCC3=O)c2)sc2cccc(OC)c21	-426	0.8	-1	6	0	-24	32	2.4
3	O=C(NCc1nnc(SCC(=O)N2CCCc3ccccc32)n1-c1ccccc1)c1cccc2ccccc12	24	0.93	-11	-12	0	-3	1	-0.7
4	O=C(CSc1nc2ccccc2c(=O)n1Cc1ccccc1)NCc1ccco1	11	0.97	-1	-5	0	0	7	-1.3
5	COc1ccc(CN(CC(=O)NCc2ccccc2)C(=O)c2csnn2)cc1	7	0.98	2	-5	5	-8	-12	-0.5
6	O=C(Cn1nnc2ccccc2c1=O)N[C@@H](Cc1c[nH]c2ccccc12)C(=O)O	5	0.99	2	-15	-1	-5	-6	1.4
7	O=C(Nc1cccc(Cl)c1)C1C2C=CC3(O2)C1C(=O)N(CCCN1CCCCC1)C3C(=O)NC1CCCCC1 (configuration not stated)	4	1.3	-1	-14	2	-2	-8	0.7
8	Cc1ccc(N/C=C/c2onc(C)c2[N+](=O)[O-])cc1	54*	0.83	-1	60*	-35	-5	12	8.6
9	O=C(NCC1CCCCC1)c1cccnc1	15	1.2	-1	-15	-1	0	-15	1.9
10	Cc1ccc(NC(=S)NC(=O)C2CCCC2)c(Br)c1	3	0.85	-2	4	2	13	6	0.3
11	COc1ccc(N(C(=O)CNC(=O)c2cccs2)C(C(=O)NCC2CCCO2)c2ccccc2)cc1 (configuration not stated)	13	1.1	0	-21	-1	-9	4	8.7
12	COc1ccc(CC(NC(C)=O)C(=O)NC2CCN(c3ncccc3[N+](=O)[O-])CC2)cc1 (configuration not stated)	4	0.91	0	2	-4	-3	-4	0.2
13	CCOc1cccc(-c2nnc3sc(-c4cccs4)nn23)c1	7	1	1	-4	3	-3	-6	2.5
14	CCCCNC(=O)CSc1nc2ccsc2c(=O)n1CCCC(=O)NCCc1ccc(S(N)(=O)=O)cc1	2	1	0	14	-1	-4	1	-1.1
15	O=C(CN1CCN(c2ccc([N+](=O)[O-])cc2Cl)CC1)N1CCOCC1	21	1	1	7	1	-7	6	1.7
16	CC(C)(C)C1COc2ccccc2N1C(=O)c1ccccc1Cl (configuration not stated)	20	0.95	1	0	2	7	15	-2.0
17	C1=C(c2ccccc2)CCN(c2nc3ccccc3n3cnnc23)C1	-89	1	-1	-1	-17	-5	35	-0.1
18	O=C(O)c1cccc(NC2=C(N3CCOCC3)C(=O)c3ccccc3C2=O)c1	59*	0.94	2	75*	-49	-1	9	0.9
19	CC(=O)N(c1nnc(-c2cccc(C)c2)s1)C1CCCC1	-18	1.1	0	-10	0	3	5	0.3
20	CC1CN(Cc2nc3c(c(=O)[nH]c(=O)n3C)n2CC(N)=O)CC(C)O1 (configuration not stated)	6	0.98	-2	-4	0	-2	-4	-2.5
21	CCN(Cc1ccccc1)S(=O)(=O)c1ccc(C(=O)N(CCCN(C)C)c2nc3ccc(F)cc3s2)cc1	14	0.93	-1	-28	2	14	3	2.9
22	O=C(NCCc1c[nH]c2ccccc12)OCCSS(=O)(=O)O	7	0.88	1	-8	1	-3	-16	-2.5
23	COc1ccc(N2CCN(CCCNC(=O)C(=O)c3c[nH]c4ccccc34)CC2)cc1	9	1	0	5	1	-7	21	0.2
24	COC(=O)c1nc2nc(-c3cccs3)cc(C(F)(F)F)n2n1	-347	1.1	-2	-6	-38	6	-23	2.8
25	Cc1nc(Cl)c(Cl)n1CCOc1ccccc1	6	1.1	3	-1	0	4	-13	1.2
26	COc1ccc(/C=N\NC(=O)c2ccccc2[N+](=O)[O-])cc1COc1c(F)c(F)c(F)c(F)c1F	-2	1	10*	-2	1	-3	18	1.5
27	COc1ccc(C(=O)OCC(=O)Nc2cc(C)c(C)cc2[N+](=O)[O-])cc1	15	1.3	1	-5	1	-4	-3	1.4
28	COc1ccc(CNC(=O)c2ccc(Cn3nc(C)c([N+](=O)[O-])c3C)o2)cc1	4	0.95	6	-4	3	1	8	-3.2
29	Cc1ccc(NS(=O)(=O)c2ccccc2)c([N+](=O)[O-])c1	4	nt	10	nt	1	-4	2	-0.5
30	COc1ccc(C(=O)C[n+]2ccc3c(c2)nc(-c2cc(OC)c(OC)cc2OC)n3C)cc1	3	1	-2	-4	1	11	-6	-1.3
31	CCn1c(SCC(=O)Nc2nc(-c3ccccc3)cs2)nc2c1c(=O)n(C)c(=O)n2C	24	1.1	0	-5	1	-9	-3	0.6
32	CCCc1nc2nc(C)c(NS(=O)(=O)c3ccc(Cl)cc3)c(=O)n2[nH]1	-3	1.1	3	-13	0	-1	-9	-0.6
33	CC(C)NS(=O)(=O)c1ccc(NCCCn2ccnc2)c([N+](=O)[O-])c1	9	1	0	-26	-6	3	-4	0.0
34	O=C(N/N=C1/CCSC1)c1cc(Br)ccc1O	-355	0.95	-11	-8	-1	-4	45	0.1
35	COc1ccc(C(=O)NN2C(=O)C3C4C=CC(O4)C3C2=O)cc1 (configuration not stated)	16	0.92	0	-23	3	3	2	14
36	CCC(=O)Nc1nc(-c2ccc3c(c2)CC(C)N3S(C)(=O)=O)cs1 (configuration not stated)	5	1	-1	-16	1	-12	15	0.2
37	C=CCn1c(=NC(=O)c2cccs2)sc2cccc(OC)c21	-442	1	-3	-13	-2	-2	29	4.3
38	COc1ccc(S(=O)(=O)N(CC(=O)NCc2ccco2)c2ccc(C)cc2)cc1OC	4	1.1	0	-14	-1	1	-15	-2.9
39	O=C(Nc1cccc([N+](=O)[O-])c1)C1C2CC/C=C\CCC21 (configuration not stated)	13	0.86	-3	-5	2	54*	17	34
40	CCN1CC(CN(C)Cc2cn(-c3ccc(C)cc3)nc2-c2ccc(F)cc2)CC1=O (configuration not stated)	10	1	0	-3	2	0	19	-2.0
41	[O-][n+]1ccccc1SC/C=C/c1ccccc1	22	0.88	-3	-2	1	7	-18	0.2
42	CC(C)CC(c1nnnn1CC1CCCO1)N1CCN(c2nc3ccccc3s2)CC1 (configuration not stated)	7	nt	1	nt	3	-3	14	-1.5
43	CN(C)c1ccc(NC(=O)CN2CCC(O)(c3ccccc3)CC2)cc1	8	0.97	-3	-17	2	-6	8	0.1
44	Cc1occc1-c1nnc(SCC(N)=O)o1	8	1	0	0	1	12	-13	1.6
45	CCOC(=O)c1sc(N(C)C)nc1-c1ccccc1	-12	1.2	-5	-5	1	11	-8	-1.2
46	CC1(C)CC(CC(=O)NC(=S)Nc2ccc([N+](=O)[O-])cc2)C(=O)O1 (configuration not stated)	17	0.83	10*	13	2	1	-30	1.9
47	COc1ccccc1C(=O)Nc1cc(Cl)ccc1O	-22	0.97	11*	2	5	2	35	67*
48	COc1ccc(Cc2nnc(SCC(=O)c3ccc(OC)cc3)o2)cc1	5	0.95	3	-18	1	-14	6	0.4
49	O=C(O)CCN1CCc2ccccc21	-8	0.93	-2	-2	-6	-5	0	0.7
50	Cc1cc(NC(=O)CSc2[nH]c(=O)cc(C(F)(F)F)c2C#N)no1	-322	1.1	-5	-7	-7	5	-10	0.9
51	COc1ccc(NC(=O)CN(C)CC(=O)N2CC(=O)Nc3ccccc32)cc1	-6	1.1	1	-11	-6	0	7	-0.5
52	CCCOc1ccc(-c2c(C(=O)N/N=C/c3ccccc3)nnn2-c2nonc2N)cc1	0	0.98	9	-13	0	2	-1	1.0
53	CC1CCCN(c2ccc(N)cc2C(N)=O)C1 (configuration not stated)	-121	0.93	-1	18	1	-2	4	-0.5
54	Cc1ccccc1CC(=O)NC1CCN(C)CC1	12	1	0	8	0	-5	11	-1.0
55	NS(=O)(=O)c1ccc(NC(=O)CSc2nnc(Cc3cccs3)n2-c2ccccc2)cc1	17	1.1	10*	-16	1	-3	10	-0.6
56	COc1ccc(S(=O)(=O)N2CCCc3ccccc32)cc1OC	-1	1.1	-2	-20	-4	4	12	1.3
57	O=[N+]([O-])c1ccc(CSc2nnc(Cc3ccccc3)n2-c2ccc(F)cc2)cc1	30	0.83	-3	-11	1	-7	4	1.9
58	CC(C)(C)N/N=C1\CC(c2ccccc2)Oc2ccccc21 (configuration not stated)	6	0.88	5	-12	2	4	-7	3.8
59	Clc1ccc(OCCn2ccnc2)c(Cl)c1	2	0.81	4	9	1	9	-4	-2.2
60	Clc1ccc(SCc2csc(N3CCOCC3)n2)cc1	8	1.1	1	-1	0	2	14	1.9

# (list continues)
no.	SMILES	SENP8 inh	hIAP act	NR3A LBD binder	SENP6 inh	SENP1 FRET inh	ATG4B inh	PfG6PD inh	MPTP block
61	COCC(=O)N(Cc1cc2cc(OC)ccc2[nH]c1=O)c1ccccc1	-422	1.2	0	1	-2	-18	-7	-1.5
62	COc1ccccc1NC(=O)Cc1noc(CSc2nnc(C)n2C)n1	2	0.96	0	-6	-8	-6	6	0.7
63	Cc1cc(C)cc(NC(=O)CSc2nnc(-c3ccncc3)o2)c1	18	1.1	1	-12	1	-14	11	-1.7
64	Nc1cc2c(cc1Cl)N(Cc1ccccc1)C(=O)CO2	7	0.98	1	-3	-1	1	14	0.6
65	CCOc1ccc(NC(=O)N(CC(C)C)CC(C)C)cc1	12	0.89	-1	-8	2	-5	2	4.9
66	CCOC(=O)N1CCC(N2C(=O)c3ccccc3C2Nc2ccc3c(c2)OCCO3)CC1 (configuration not stated)	20	0.98	-2	-7	-3	2	5	-0.5
67	N=c1nc(N)nc2n1NC(c1ccc(F)cc1)=CS2	6	0.86	-6	-15	-1	-6	11	-1.6
68	Cc1ccc(SCC(=O)Nc2cccc(C)c2)cc1	-5	0.92	-1	-3	3	2	-18	-0.6
69	COc1ccc(/C=C(\NC(=O)c2ccc(Cl)cc2)C(=O)NCCCn2ccnc2)cc1OC	11	1	-4	2	0	-9	-10	1.3
70	Cc1ccc(-c2nnc(/C=C/c3ccccc3)o2)cc1	-391	0.95	0	76*	3	-5	13	1.9
71	Cn1c(=O)[nH]c(=O)c2c1nc(N1CCN(C(=O)c3ccco3)CC1)n2CCCSc1ncccn1	6	nt	-2	nt	-1	-1	20	-0.3
72	CCOC(=O)c1ccc(NC(=S)NN)cc1	-27	1.3	-2	-2	0	3	-11	-1.4
73	Cc1ccc(C)c(NC(=O)CCC(=O)N/N=C/c2cccnc2)c1	7	1.1	1	8	1	-7	0	-1.5
74	O=C(NCc1ccccc1)C(c1ccncc1)N(C(=O)c1csnn1)c1ccccc1F (configuration not stated)	4	0.95	-3	-2	1	3	-8	0.4
75	O=C(CN1CCC(n2nnc3cc(F)ccc32)CC1)Nc1ccc2c(c1)CCC2	6	1.1	-3	-1	6	-1	16	-0.3
76	CCn1c(SCC(=O)N2CCCc3ccccc32)nnc1-c1cccs1	15	0.82	1	-2	-1	0	9	-2.1
77	C=CCn1c(=O)/c(=C/c2ccc(O)cc2)s/c1=C(/C#N)c1nnc2n1CCCCC2	-15	1.1	2	0	-21	-8	-5	0.9
78	C/C(=N\OCc1ccc(C#N)cc1)c1ccc(S(=O)(=O)N(C)C)cc1	16	1	-1	-5	-1	-9	-3	0.8
79	CCCN1CNC(=S)N(c2cccc(C)c2)C1	15	1.4	1	-6	3	5	-7	1.9
80	Cc1ccc(C(=O)N2CCN(CCNC(=O)C(=O)NC(C)C)CC2)cc1	15	1.3	-1	-2	0	-12	-1	-0.2
81	NC(=O)CCN1CCCCC1	4	1.1	1	-24	1	2	-20	0.7

# Two of these compounds, set out differently:
70. Cc1ccc(-c2nnc(/C=C/c3ccccc3)o2)cc1
63. Cc1cc(C)cc(NC(=O)CSc2nnc(-c3ccncc3)o2)c1

compound no.,70,63
SENP8 inh,-391,18
hIAP act,0.95,1.1
NR3A LBD binder,0,1
SENP6 inh,76*,-12
SENP1 FRET inh,3,1
ATG4B inh,-5,-14
PfG6PD inh,13,11
MPTP block,1.9,-1.7

# Compound activity from PubChem BioAssay.
